LMPTP inh = LMPTP phosphatase inhibitors, primary screen, biochemical, fluorescence intensity, uHTS; Low molecular weight phosphotyrosine protein phosphatase (Homo sapiens), P24666; recombinant LMPTP-A, OMFP fluorogenic substrate; inhibition, % at 20 µM; 360,000 tested, 0.22% active;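 active = compounds that cut the enzyme signal by at least half of the control window in the single-dose screen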;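 note: plate controls were DMSO wells with enzyme plus substrate for no effect and substrate without enzyme for full effect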
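Test system: LMPTP-A, protein tyrosine phosphatase of low molecular weight; Input: 0.625 nM enzyme; Incubation: 50 min dark incubation at room temperature; Signal: endpoint fluorescence intensity from OMFP dephosphorylation; Read-out basis: % inhibition versus control wells.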
STEP block = STEP phosphatase inhibitors, primary screen, biochemical, fluorescence intensity, uHTS; 360,000 tested, 0.25% active; Tyrosine-protein phosphatase non-receptor type 5 (Homo sapiens), P54829; recombinant STEP, OMFP fluorogenic substrate; AID 588621, 2011; inhibition, % at 20 µM;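 active = inhibition at 20 µM, scaled per plate between control wells, above about 37%, limit read from the data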;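 note: 0% = DMSO with enzyme and substrate and 100% = substrate only without enzyme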
Target sequence (P54829 whole entry, looked up): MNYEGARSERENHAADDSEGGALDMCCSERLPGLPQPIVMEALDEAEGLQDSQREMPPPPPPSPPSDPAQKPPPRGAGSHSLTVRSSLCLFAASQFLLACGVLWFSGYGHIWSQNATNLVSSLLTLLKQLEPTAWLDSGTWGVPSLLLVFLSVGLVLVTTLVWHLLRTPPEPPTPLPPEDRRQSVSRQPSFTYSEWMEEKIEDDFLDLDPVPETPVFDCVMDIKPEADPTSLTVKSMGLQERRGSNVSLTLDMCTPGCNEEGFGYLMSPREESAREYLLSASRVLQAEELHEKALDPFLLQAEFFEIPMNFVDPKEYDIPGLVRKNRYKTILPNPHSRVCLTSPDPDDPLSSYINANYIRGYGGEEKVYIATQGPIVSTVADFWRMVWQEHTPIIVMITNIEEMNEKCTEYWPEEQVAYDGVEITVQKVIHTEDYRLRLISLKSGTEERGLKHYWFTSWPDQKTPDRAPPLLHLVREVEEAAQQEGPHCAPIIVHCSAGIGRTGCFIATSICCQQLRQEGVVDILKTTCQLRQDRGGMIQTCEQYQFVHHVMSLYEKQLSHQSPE
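System: STEP phosphatase, cell-free reaction; Buffer or medium: Bis-Tris pH 6.0 buffer with DTT, detergent; Incubation: 20 min at room temperature, dark; Measured by: fluorescence, 480/540 nm.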
CSN deneddyl inh = inhibitors of CSN-mediated cullin deneddylation, primary screen, biochemical, fluorescence polarization, uHTS; COP9 signalosome complex subunit 5 (Homo sapiens), Q92905; Purified CSN, SCF-Nedd8-OG deneddylation; inhibition, % at 12.5 µM; 360,000 tested, 0.38% active; AID 651999, 2013;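 active = pattern-corrected inhibition above about 35%, with an unprinted fluorescence ratio check between 0.5 and 1.5, limit read from the data, passing the limit was not always enough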;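 note: 0% = enzyme with substrate and 100% = substrate without enzyme; some results filed as inactive read as strong as hits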
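Test system: purified human Csn5 enzyme expressed in HEK293T cells. Amount: 0.24 nM enzyme. Reagent: SCFSkp2-Nedd8OG substrate at 10 nM final. Schedule: 90 min incubation of compound, enzyme and substrate at room temperature. Detection: fluorescence polarization. Read-out: % inhibition of substrate cleavage by Csn5.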
NadD block = inhibitors of S. aureus NadD, primary screen, biochemical, colorimetric, uHTS; purified NadD enzyme, colorimetric absorbance read-out; inhibition, % at 20 µM; 360,000 tested, 0.78% active; in the data active = inhibition above about 26%; note: some compounds past the cut are filed as inactive
SUMO1 PPI mod = modulators of SUMO1 protein-protein interactions, primary screen, biochemical, uHTS | inhibition, % at 20 µM | 360,000 tested, 0.33% active | AID 602429, 2012 | SUMO1 binding to a labelled peptide, TR-FRET, 1 h; in the data active = inhibition above about 37%
Target sequence (P63165 whole entry, looked up): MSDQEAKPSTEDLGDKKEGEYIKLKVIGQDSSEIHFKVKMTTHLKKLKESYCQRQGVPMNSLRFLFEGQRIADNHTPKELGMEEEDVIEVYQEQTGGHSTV
MsrA inh = bovine MsrA enzyme inhibitors, primary screen, biochemical, absorbance, HTS; 360,000 tested, 0.75% active; AID 651718, 2012; inhibition, % at 15.5 µM; purified bovine MsrA, absorbance read-out; Methionine sulfoxide reductase A (Bos taurus); in the data active = inhibition above about 4.5%;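 note: 0% = vehicle wells with enzyme and 100% = reference inhibitor wells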
Scp1 inh = Scp-1 phosphatase inhibitors, primary screen, biochemical, colorimetric, uHTS; 340,000 tested, 0.88% active; Recombinant Scp1, phosphopeptide, malachite green phosphate absorbance; AID 493091, 2011; inhibition, % at 20 µM;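 active = inhibition above about 50% at 20 µM, limit read from the data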;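 note: plate controls were DMSO wells with enzyme for no effect and wells lacking enzyme for full effect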
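Assay system: SCP-1 catalytic fragment, aa 76-261 | Buffer or medium: Tris acetate buffer pH 5.5 with MgCl2 and Tween-20 | Compound: One concentration, 20 µM, with 1.0% DMSO | Also added: Phospho 17-mer peptide substrate | Signal: Absorbance at 630 nm | Incubation: 45 min enzyme reaction at room temperature | Measure: % inhibition of SCP-1 phosphate liberation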
TbMetRS inhib = T. brucei MetRS inhibitors, primary screen, biochemical, luminescence; methionyl-tRNA synthetase (Trypanosoma brucei brucei); purified T. brucei MetRS, ATP depletion, Kinase-Glo luminescence; inhibition, % at 11.9 µM; 360,000 tested, 0.4% active; AID 624268, 2012;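 active = inhibition above a per-plate cutoff of the control wells' mean inhibition plus 3 SD, cut at about 5.5% in these data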;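 note: 0% = DMSO wells median and 100% = median of wells with control inhibitor compound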
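assay system = parasite MetRS enzyme | timing = 15 min preincubation, 2 h reaction, all 25 °C | evaluation = percent inhibition relative to median high and low control wells | medium = HEPES buffer containing pyrophosphatase, BSA, spermine, DTT | compound = single dose, 11.9 µM final nominal, 0.9% final DMSO | detection = Kinase-Glo luminescence, ATP depletion format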
Rpn11 inh = Rpn11 (PSMD14) deubiquitinase inhibitors, primary screen, biochemical, fluorescence polarization, uHTS; human 26S proteasome, Ub4-pepOG fluorescence polarization; 20S core pre-blocked with epoxomicin; 26S proteasome non-ATPase regulatory subunit 14 (Homo sapiens), O00487; 360,000 tested, 0.59% active; calls only at 20 µM;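 active = inhibition at 20 µM, scaled to each plate's controls, above about 33%, limit read from the data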
Target sequence (O00487 whole entry, looked up): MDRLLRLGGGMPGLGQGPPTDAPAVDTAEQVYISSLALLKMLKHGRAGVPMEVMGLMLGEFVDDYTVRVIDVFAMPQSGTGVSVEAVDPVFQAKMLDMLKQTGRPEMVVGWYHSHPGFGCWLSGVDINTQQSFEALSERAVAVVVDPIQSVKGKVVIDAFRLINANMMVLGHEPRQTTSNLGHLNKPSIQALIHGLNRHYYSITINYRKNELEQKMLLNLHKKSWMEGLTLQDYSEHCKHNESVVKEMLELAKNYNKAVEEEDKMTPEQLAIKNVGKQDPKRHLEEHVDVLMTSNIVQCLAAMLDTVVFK
DNMT1 inh = human DNMT1 methyltransferase inhibitors, primary screen, biochemical, molecular beacon, fluorescence, HinP1I cleavage, uHTS; inhibition (reported as % activation of signal), % at 10 µM; 360,000 tested, 0.83% active; AID 588458, 2011; in the data active = inhibition above about 50%
* = called active by the depositor; i = inactive; x = no result given. Not a hit list; about 3.9% have a hit in one of these screens.

SMILES | LMPTP inh | STEP block | CSN deneddyl inh | NadD block | SUMO1 PPI mod | MsrA inh | Scp1 inh | TbMetRS inhib | Rpn11 inh | DNMT1 inh
Cc1cc(Nc2ccccc2)n(C(=O)c2ccc(N)cc2)n1 | 1.8 | -3 | -1 | -12 | 0 | 3.3 | -4 | -1.4 | i | -2
Clc1ccc2[nH]c(-c3ccccc3)cc2c1 | 3.1 | -1 | 4 | -10 | 1 | 1.2 | -7 | -0.9 | i | -15
Cc1nc2ccc(NC(=O)N3CCSCC3)cc2nc1C | -1.1 | 3 | 3 | 0 | -3 | 1.0 | -7 | -0.7 | i | -1
CC(C)(C)c1ccc(C(=O)N2CCCCCC2=O)cc1 | -0.7 | 0 | -1 | -5 | -1 | -1.4 | -4 | -0.4 | i | 4
CCOC(=O)/C=C/C(=O)N1CCN(C(=O)/C=C/C(=O)OCC)CC1 | 1.0 | -2 | 4 | -2 | 2 | 0.4 | -1 | -0.7 | i | 1
CC(=O)Nc1ccc(S(=O)(=O)N(C)CC(=O)NC2CCCC(C)C2C)cc1 (configuration not stated) | -0.5 | -2 | 0 | 5 | -1 | 1.1 | 8 | -0.5 | i | 3
CC12CCC(=O)N1C(C(=O)Nc1ccc(S(=O)(=O)N3CCCCC3)cc1)CS2 (configuration not stated) | -0.8 | 1 | 2 | -2 | 1 | 0.3 | -8 | -0.4 | i | -1
COc1ccc(C/C(N)=N/OC(=O)C(c2ccccc2)c2ccccc2)cc1OC | 2.0 | -1 | -1 | -9 | -8 | -0.3 | -6 | -1.0 | i | -1
COc1cccc(C(C)(O)c2nc(-c3cccc(C(F)(F)F)c3)cs2)c1 (configuration not stated) | 2.2 | -2 | 1 | -14 | 7 | 0.7 | x | -0.4 | i | 0
Cn1cnnc1SCC(=O)Nc1ccc2nc(SCc3ccccc3F)sc2c1 | 2.8 | 0 | 6 | 9 | 2 | -0.6 | -8 | -0.1 | i | -22
C=C(C)CNC(=O)CCc1nnc(Cc2cccc(C(F)(F)F)c2)o1 | -0.6 | 0 | -3 | 4 | -3 | -0.7 | -13 | 2.2 | i | -2
Cc1cc(C)c(S(=O)(=O)Nc2ccc(-c3cn4ccccc4n3)cc2)c(C)c1 | 9.1 | 2 | 5 | 13 | 1 | 0.5 | 1 | -0.3 | i | -17
NNC(=O)c1oc2nc(-c3cccs3)cc(-c3ccco3)c2c1N | 8.2 | 2 | -45 | 36* | -4 | 2.9 | x | -0.1 | i | -3
Cc1cc(C)nc(NC(N)=S)n1 | -0.4 | -5 | 3 | -2 | -1 | 0.0 | -12 | 0.3 | i | 0
COc1cc(OC)c(N(C)S(=O)(=O)c2cccc(C(=O)OCC(=O)c3c[nH]c4ccccc34)c2)cc1Cl | 4.1 | 1 | -1 | 23 | 0 | 0.9 | -15 | -0.8 | i | -13
CCC(NC(=O)CN1CCN(C(=O)c2cccs2)CC1)c1ccc(C)cc1 (configuration not stated) | -0.9 | -4 | -5 | 2 | 1 | 0.7 | 8 | 0.2 | i | 0
CC(=O)CCS(=O)(=O)c1ccc(NC(C)=O)cc1 | -0.5 | 0 | 4 | -1 | 1 | 0.4 | -14 | -0.4 | i | 2
CCN(c1ccccc1)C1(O)C(=O)c2ccccc2C1=O | 1.3 | 0 | -4 | -1 | 1 | 2.7 | -7 | 0.4 | i | 0
O=C1NC(NS(=O)(=O)c2ccccc2)(C(F)(F)F)C(=O)N1c1cccc(Cl)c1 (configuration not stated) | -0.3 | -1 | 1 | -1 | 6 | 0.1 | 5 | -1.0 | i | -2
CCCc1cc(=O)oc2cc(OCc3ccc(OC)cc3)c(Cl)cc12 | -0.4 | -1 | 0 | 2 | -1 | 0.6 | 3 | 0.2 | i | 18
COc1ccccc1OCC(=O)NNC(=O)CSC(=S)N1CCCC1 | -1.7 | 2 | 3 | -2 | 0 | -1.4 | -9 | -0.3 | i | 5
COc1ccc(NC(=O)CN(C)C2CCCCC2)cc1Cl | -0.4 | 2 | 0 | -6 | 3 | 1.3 | 0 | 0.0 | i | 14
O=C(NN1C(=O)c2ccccc2NC12CCCCC2)c1ccccc1 | -0.2 | 3 | 0 | -4 | -2 | 1.5 | -6 | -0.5 | i | 2
CC1CCN(C(=O)CSc2nc3ccccc3s2)CC1 | -0.9 | -4 | 5 | -3 | -2 | -0.6 | -11 | -0.3 | i | 7
C/C(O)=C(/C#N)c1nc2ccccc2[nH]1 | -1.0 | -4 | 1 | -3 | 2 | 0.9 | -2 | -0.5 | i | 2

Overlap with the part before: four entries, followed by the next part.
SMILES | LMPTP inh | STEP block | CSN deneddyl inh | NadD block | SUMO1 PPI mod | MsrA inh | Scp1 inh | TbMetRS inhib | Rpn11 inh | DNMT1 inh
COc1ccc(NC(=O)CN(C)C2CCCCC2)cc1Cl | -0.4 | 2 | 0 | -6 | 3 | 1.3 | 0 | 0.0 | i | 14
O=C(NN1C(=O)c2ccccc2NC12CCCCC2)c1ccccc1 | -0.2 | 3 | 0 | -4 | -2 | 1.5 | -6 | -0.5 | i | 2
CC1CCN(C(=O)CSc2nc3ccccc3s2)CC1 | -0.9 | -4 | 5 | -3 | -2 | -0.6 | -11 | -0.3 | i | 7
C/C(O)=C(/C#N)c1nc2ccccc2[nH]1 | -1.0 | -4 | 1 | -3 | 2 | 0.9 | -2 | -0.5 | i | 2
COc1ccc(NC(=O)Nc2ccc3c(c2)C(=O)N([C@H](C)CO)C[C@H](C)[C@@H](CN(C)S(=O)(=O)c2cccs2)O3)cc1 | 0.2 | -2 | -2 | 3 | 1 | 0.9 | -2 | 0.0 | i | -10
CCOc1cc(CNc2ccc(N3CCN(C(C)=O)CC3)cc2)cc(Br)c1OC | 1.3 | 1 | -6 | 2 | -1 | 0.6 | -4 | 0.3 | i | -15
Nn1c(SCc2ccc(C(=O)O)cc2)nnc1-c1ccc(Cl)cc1Cl | -2.5 | 1 | -3 | -7 | -1 | 0.3 | -10 | -0.2 | i | -1
CC(OC(=O)CCCN1C(=O)c2ccccc2C1=O)C(=O)Nc1ncc(Cl)cc1Cl (configuration not stated) | 0.3 | -2 | 6 | -4 | -5 | -0.5 | -5 | 0.0 | i | 6
Cc1snc(SCC(=O)c2ccc(Cl)cc2)c1C#N | 5.5 | 0 | 2 | -4 | -1 | 2.8 | -13 | -0.6 | i | 2
O=C(COC(=O)c1ccc([N+](=O)[O-])o1)NCCc1ccccc1 | -0.1 | 3 | -3 | -3 | -26 | 0.5 | -5 | -0.2 | i | -10
CCOC(=O)C1(C)CCCN(C(=O)COc2ccccc2)C1 (configuration not stated) | 0.0 | -4 | -3 | -1 | 3 | -1.5 | x | 0.0 | i | 2
Cc1ccc(NC(=O)NC(=O)CN2C(=O)NC3(CCc4ccccc43)C2=O)c(C)c1 (configuration not stated) | 0.5 | -2 | 2 | 4 | -3 | -0.6 | -7 | -0.4 | i | -9
O=C(N/N=C/c1ccncc1)c1cc([N+](=O)[O-])cc([N+](=O)[O-])c1O | 0.1 | 7 | 0 | 8 | -6 | 2.5 | 35 | 0.2 | i | 1
Cn1c(C2=C(O)CN(c3ccc4c(c3)OCCO4)C2=N)nc2ccccc21 | 0.3 | -1 | 4 | -2 | 2 | -0.7 | -3 | -1.2 | i | 1
Cc1cc(C)n(CC(O)COc2ccc(Cl)cc2Cl)n1 (configuration not stated) | 0.1 | -4 | -5 | -3 | 1 | 0.3 | -7 | 1.8 | i | -5
C=C[C@@H](c1ccccc1)[C@](C)(O)C(=O)O | -0.3 | x | -6 | x | 2 | 0.0 | x | 0.4 | x | x
COc1cc(/C=N/NC(=S)NCC2CCCO2)cc(OC)c1OC (configuration not stated) | -0.5 | 2 | 5 | -3 | -8 | 2.4 | -7 | 0.2 | i | 4
CCOC(=O)c1sc(NC(=O)CSc2nnnn2-c2ccc(C)cc2C)nc1C | -1.0 | -4 | 2 | -12 | 1 | 1.0 | -3 | 0.0 | i | 32
Cc1sc2nc(NCCO)[nH]c(=O)c2c1C | -2.0 | -1 | 0 | -3 | 3 | 0.7 | 3 | -0.7 | i | -1
CC1(NC(=O)C23CC4CC(CC(C4)C2)C3)CCS(=O)(=O)C1 (configuration not stated) | -1.0 | -3 | -6 | 2 | -1 | 0.8 | -3 | -0.4 | i | 0
Cc1ccc2[nH]c(C)c(/C=N/Nc3nc4ccccc4s3)c2c1 | 3.1 | -3 | 0 | 20 | -4 | 2.3 | -13 | -0.8 | i | -23
Cc1cccc(NC(=O)CN2C(=S)NC(C)(C)CC2C)c1C (configuration not stated) | -1.8 | 0 | 2 | 2 | -3 | 0.0 | -2 | -0.9 | i | 2
COc1ccccc1OCC(=O)NCc1nc(-c2ccccc2)no1 | 1.3 | -4 | -5 | -10 | 8 | -1.1 | 3 | 0.6 | i | 0
Cc1ccc(-n2nnnc2CNC(=O)c2ccc(Br)o2)cc1C | -0.9 | 1 | 3 | 11 | 2 | 0.0 | -11 | 0.0 | i | -1
O=C(Cc1ccc(-n2cccc2)cc1)NC1CCCCC1 | 0.0 | 2 | 3 | 0 | 0 | 0.1 | -6 | -0.4 | i | -1
Nc1ccccc1SC1CC(=O)N(c2ccc3c(c2)OCCO3)C1=O (configuration not stated) | 0.5 | 5 | 2 | -2 | 0 | -1.3 | -13 | 0.0 | i | -2
COc1ccc(Cn2nnnc2C(c2ccccc2OC)N2CCC(C(N)=O)CC2)cc1 (configuration not stated) | -0.7 | 1 | 7 | -4 | -1 | 0.6 | -7 | 2.1 | i | -4
CCc1nc2c(OCCn3cccc3)cccn2c1N(C)C(=O)CC(C)C | 3.5 | 1 | -1 | 5 | 3 | -0.6 | x | -0.6 | i | 3
